GPR151 activ: activators of human GPR151, primary screen, cell-based, PathHunter beta-arrestin, luminescence | G-protein coupled receptor 151 (Homo sapiens), Q8TDV0 | PathHunter beta-arrestin GPR151 cells | activation, % at 11.2 µM | 650,000 compounds, 1% hits; in the data active means activation above about 4.9%;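 further: 0% = median of compound wells and 100% = cells with positive control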
Target sequence (Q8TDV0 whole entry, looked up): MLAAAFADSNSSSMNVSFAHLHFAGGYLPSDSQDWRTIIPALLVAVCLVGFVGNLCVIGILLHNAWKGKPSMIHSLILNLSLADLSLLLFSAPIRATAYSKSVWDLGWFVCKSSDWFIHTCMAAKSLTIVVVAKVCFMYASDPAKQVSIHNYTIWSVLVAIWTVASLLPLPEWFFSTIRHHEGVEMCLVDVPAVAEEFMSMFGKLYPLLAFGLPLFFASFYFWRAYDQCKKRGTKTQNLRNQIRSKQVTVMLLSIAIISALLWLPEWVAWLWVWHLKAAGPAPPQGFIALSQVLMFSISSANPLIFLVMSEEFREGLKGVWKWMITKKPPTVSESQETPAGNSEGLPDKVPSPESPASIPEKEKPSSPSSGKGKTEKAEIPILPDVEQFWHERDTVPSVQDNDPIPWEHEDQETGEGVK
FBW7 activator: FBW7 E3 ligase activators, primary screen, biochemical, AlphaScreen, human. F-box/WD repeat-containing protein 7 (Homo sapiens), Q969H0. AlphaScreen FBW7–phospho-cyclin E peptide binding, activator screen. normalized activity (activation), % at 26.1 µM. 650,000 compounds, 0.13% hits; in the data active means normalized activity above about 1.9%;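 further: purified mutant Fbw7 with reduced substrate affinity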
Target sequence (Q969H0 whole entry, looked up): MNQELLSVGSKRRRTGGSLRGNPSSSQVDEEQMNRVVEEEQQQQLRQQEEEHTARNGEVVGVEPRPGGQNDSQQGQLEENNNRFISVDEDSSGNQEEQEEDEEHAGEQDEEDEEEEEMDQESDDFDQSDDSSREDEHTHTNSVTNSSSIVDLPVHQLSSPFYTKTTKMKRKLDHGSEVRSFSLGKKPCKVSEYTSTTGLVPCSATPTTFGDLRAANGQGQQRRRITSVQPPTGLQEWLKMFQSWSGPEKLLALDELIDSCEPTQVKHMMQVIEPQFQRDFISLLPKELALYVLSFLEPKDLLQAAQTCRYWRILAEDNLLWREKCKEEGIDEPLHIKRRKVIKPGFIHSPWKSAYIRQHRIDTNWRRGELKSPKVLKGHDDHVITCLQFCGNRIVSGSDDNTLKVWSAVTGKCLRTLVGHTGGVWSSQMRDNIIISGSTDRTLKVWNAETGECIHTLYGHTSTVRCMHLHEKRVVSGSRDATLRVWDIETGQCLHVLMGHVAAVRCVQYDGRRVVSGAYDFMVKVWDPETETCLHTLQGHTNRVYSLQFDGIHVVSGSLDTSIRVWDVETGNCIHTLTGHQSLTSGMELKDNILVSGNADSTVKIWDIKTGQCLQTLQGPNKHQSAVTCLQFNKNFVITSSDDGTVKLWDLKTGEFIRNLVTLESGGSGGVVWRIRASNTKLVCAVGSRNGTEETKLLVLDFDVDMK
TEAD-YAP block: TEAD-YAP interaction inhibition, primary screen, TEAD-YAP interaction inhibitor project, luminescence, HEK-TIYL cells | TEAD-Gal4/YAP UAS-luciferase luminescence | inhibition, % at 9.12 µM | 640,000 compounds, 1.4% hits | AID 1259422, 2018; in the data active means inhibition above about 32%;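 further: 0% = median of test compound wells and 100% = reference inhibitor wells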
MITF inh: MITF inhibitors, primary screen, biochemical, AlphaScreen, human; Microphthalmia-associated transcription factor (Homo sapiens), O75030; inhibition, % at 2.6 µM; AlphaScreen MITF homodimerization, bead proximity signal; 650,000 compounds, 0.91% hits; AID 1259374, 2018; in the data active means inhibition above about 50%;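 further: 0% = vehicle wells with protein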
Active calls of the source: *.

What do the screens show for `O=C(CCCc1ccccc1)Nc1ccnn1C1CCN(C2CSCCSC2)CC1`?
GPR151 activ: -0.9; FBW7 activator: -0.1; TEAD-YAP block: 1; MITF inh: 2

Results for N#Cc1c(-c2ccccc2)cc(-c2ccc(F)cc2)nc1Br ?
GPR151 activ: 0.1; FBW7 activator: -0.1; TEAD-YAP block: -4; MITF inh: 4

Results for O=S(=O)(NN=C1CCCCC1)c1ccccc1 ?
GPR151 activ: -1.9; FBW7 activator: -0.1; TEAD-YAP block: -5; MITF inh: -5

Results for CCN1CCCC1CNC(=O)c1ccc2c(=O)n(Cc3ccccc3)c(=S)[nH]c2c1 (centres undefined) ?
GPR151 activ: 1.4; FBW7 activator: -0.1; TEAD-YAP block: 3; MITF inh: 4

How did CC(=O)c1ccc(N2CCN(C(=O)c3ccccc3)CC2)c(F)c1 do in these assays?
GPR151 activ: -1.8; FBW7 activator: 0.2; TEAD-YAP block: 16; MITF inh: 13

Results for CCOC(=O)CCC(C(=O)c1ccccc1)C(=O)C(C)(C)OC (centres undefined) ?
GPR151 activ: -0.8; FBW7 activator: -0.1; TEAD-YAP block: -5; MITF inh: -5

How did O=C(Nc1cc(Oc2ccccc2)cc([N+](=O)[O-])c1)c1cc(-c2ccccc2)nc2ccccc12 do in these assays?
GPR151 activ: -1.4; FBW7 activator: 0.1; TEAD-YAP block: 4; MITF inh: -5

Results for O=C(Nc1ccc(S(=O)(=O)N2CCCCC2c2cccnc2)cc1)c1cc(Cl)ccc1[N+](=O)[O-] (centres undefined) ?
GPR151 activ: 1.3; FBW7 activator: -0.1; TEAD-YAP block: 11; MITF inh: -2

Results for NS(=O)(=O)c1ccc(CNC(=O)/C=C/c2ccc(F)cc2)cc1 ?
GPR151 activ: -1.1; FBW7 activator: 0.6; TEAD-YAP block: -15; MITF inh: 25

How did COc1ccccc1NC(=O)COc1cc(Br)c(C=O)cc1OC do in these assays?
GPR151 activ: -1.4; FBW7 activator: -0.1; TEAD-YAP block: -1; MITF inh: 4

What do the screens show for `Cc1ccc(S(=O)(=O)N(C)c2c(C)ccc(S(=O)(=O)N(C)CCO)c2C)cc1`?
GPR151 activ: -1.2; FBW7 activator: -0.1; TEAD-YAP block: 12; MITF inh: -18

What do the screens show for `O=C(/C=C/c1ccccc1Cl)Nc1ccc(Cl)cn1`?
GPR151 activ: 0.1; FBW7 activator: 0.2; TEAD-YAP block: -3; MITF inh: -6

Results for CCn1c(=O)c(Cc2ccccc2)c(O)c2ccccc21 ?
GPR151 activ: -0.6; FBW7 activator: -0.1; TEAD-YAP block: -8; MITF inh: -4

What do the screens show for `O=C(Cn1c(-c2ccncc2)nc2ccccc21)Nc1ccccc1F`?
GPR151 activ: -0.1; FBW7 activator: 0.0; TEAD-YAP block: -9; MITF inh: -7

What do the screens show for `OCCNc1ccnc(Nc2ccc(C(F)(F)F)cc2)n1`?
GPR151 activ: 0.5; FBW7 activator: 0.0; TEAD-YAP block: -15; MITF inh: 5

In the list so far, these have a Cl atom:
Results for O=C(Nc1ccc(S(=O)(=O)N2CCCCC2c2cccnc2)cc1)c1cc(Cl)ccc1[N+](=O)[O-] (centres undefined) ?
GPR151 activ: 1.3; FBW7 activator: -0.1; TEAD-YAP block: 11; MITF inh: -2

What do the screens show for `O=C(/C=C/c1ccccc1Cl)Nc1ccc(Cl)cn1`?
GPR151 activ: 0.1; FBW7 activator: 0.2; TEAD-YAP block: -3; MITF inh: -6

Remaining list, next part.
What do the screens show for `CCN1CCCC1CNCC(=O)Nc1ccc(C(C)=O)cc1` (centres undefined)?
GPR151 activ: 0.9; FBW7 activator: 0.0; TEAD-YAP block: -11; MITF inh: -5

What do the screens show for `COc1ccc(C(=O)NC(=S)N2CCOCC2)cc1Br`?
GPR151 activ: -1.7; FBW7 activator: 0.8; TEAD-YAP block: -1; MITF inh: 8

Results for O=C(CC1Nc2ccccc2NC1=O)NCc1ccccc1Cl (centres undefined) ?
GPR151 activ: -1.0; FBW7 activator: 0.1; TEAD-YAP block: 7; MITF inh: -4

How did CCc1ccc(OCC2c3cc(OC)c(OC)cc3CCN2C(=O)Nc2ccccc2)cc1 (centres undefined) do in these assays?
GPR151 activ: 0.6; FBW7 activator: -0.1; TEAD-YAP block: -7; MITF inh: -4

What do the screens show for `Cc1ccc(CNCc2c(C(=O)O)c(C)n(Cc3cc(C)ccc3C)c2C)cc1`?
GPR151 activ: 0.5; FBW7 activator: -0.3; TEAD-YAP block: 23; MITF inh: 10

How did COc1ccc(CNS(=O)(=O)c2ccc(F)c(C(=O)Nc3ccc(Cl)cc3F)c2)cc1 do in these assays?
GPR151 activ: 0.3; FBW7 activator: 0.2; TEAD-YAP block: 6; MITF inh: 24

What do the screens show for `O=C1C=Cc2ccccc2/C1=C/c1nc(-c2ccccc2)oc1O`?
GPR151 activ: 0.5; FBW7 activator: -0.1; TEAD-YAP block: -1; MITF inh: -4

What do the screens show for `O=C(NC1CCCCC1)c1cccnc1N1CCOCC1`?
GPR151 activ: -0.9; FBW7 activator: 0.5; TEAD-YAP block: 1; MITF inh: 2

How did O=C(C1CC(C(c2ccccc2)c2ccccc2)=NO1)N1CCCCC1 (centres undefined) do in these assays?
GPR151 activ: 0.2; FBW7 activator: 0.0; TEAD-YAP block: -16; MITF inh: -23

How did COc1cc(NC(=O)c2ccnc(-c3csc4ccccc34)c2)cc(OC)c1OC do in these assays?
GPR151 activ: -0.3; FBW7 activator: -0.1; TEAD-YAP block: 1; MITF inh: 16

What do the screens show for `Cc1cc2c(cc1C)N(C(=O)c1ccc3c(c1)OCO3)C(C)(C)c1ssc(=S)c1-2`?
GPR151 activ: -0.5; FBW7 activator: -0.6; TEAD-YAP block: 5; MITF inh: 35

How did NC(=O)c1cc2cc(Cl)cc(Cl)c2oc1=Nc1ccc(F)cc1 do in these assays?
GPR151 activ: 4.4; FBW7 activator: 0.0; TEAD-YAP block: 6; MITF inh: -5

What do the screens show for `C=C(C)CSc1nc2sc3c(c2c(=O)n1CC(=C)C)CCCCC3`?
GPR151 activ: -0.4; FBW7 activator: 0.8; TEAD-YAP block: 2; MITF inh: 6

What do the screens show for `CC1=C(C(=O)N2CCOCC2)C(c2ccc(Cl)cc2Cl)NC(=O)N1` (centres undefined)?
GPR151 activ: 0.5; FBW7 activator: 0.0; TEAD-YAP block: 7; MITF inh: 11

What do the screens show for `COc1cccc(NC(=O)CN2CCCCC2)c1`?
GPR151 activ: -1.4; FBW7 activator: 1.0; TEAD-YAP block: -37; MITF inh: 14

Results for Cc1cc(N2CCCC2)ccc1C=C1C(=O)N(C)C(=S)N(C)C1=O ?
GPR151 activ: 0.0; FBW7 activator: -0.2; TEAD-YAP block: 9; MITF inh: 1

How did Cc1ccccc1NC(=O)c1c(O)c2c([nH]c1=O)CCCC2 do in these assays?
GPR151 activ: -1.2; FBW7 activator: 0.1; TEAD-YAP block: -3; MITF inh: 10

What do the screens show for `O=C(O/C(=C/c1nc2ccccc2n1CCOc1ccccc1)c1ccc(Cl)cc1)c1ccc(Cl)cc1`?
GPR151 activ: 0.2; FBW7 activator: -0.1; TEAD-YAP block: -7; MITF inh: 9

Results for CC1CCCN(CCCN(Cc2cccs2)C(=S)Nc2ccc(Oc3ccccc3)cc2)C1 (centres undefined) ?
GPR151 activ: -0.6; FBW7 activator: 0.1; TEAD-YAP block: -4; MITF inh: -3

Results for COc1ccc(/C=N/NC(=O)CCC(=O)Nc2cccc(Cl)c2C)cc1OC ?
GPR151 activ: -0.4; FBW7 activator: 0.3; TEAD-YAP block: -4; MITF inh: 3

Results for Cc1noc(C)c1-c1nc(NCc2ccccc2)c2ncn(Cc3ccc(C(F)(F)F)cc3)c2n1 ?
GPR151 activ: 1.9; FBW7 activator: 0.2; TEAD-YAP block: 7; MITF inh: 12

What do the screens show for `Cc1ccc(C(=O)CSc2nnc3ccc4ccccc4n23)cc1C`?
GPR151 activ: -1.5; FBW7 activator: 0.5; TEAD-YAP block: 3; MITF inh: 12

How did COc1cccc(Cn2c(C)c(CNCc3ccc(F)cc3)c(C(=O)O)c2C)c1 do in these assays?
GPR151 activ: 4.0; FBW7 activator: -0.3; TEAD-YAP block: -3; MITF inh: 17

What do the screens show for `COc1ccc(/C=C/C(=O)NC(=S)NNC(=O)c2ccco2)cc1`?
GPR151 activ: -0.3; FBW7 activator: -0.3; TEAD-YAP block: -19; MITF inh: 11

How did CCOC(=O)CCn1cc(F)c(=O)n(Cc2ccccc2)c1=O do in these assays?
GPR151 activ: 0.2; FBW7 activator: 0.0; TEAD-YAP block: -2; MITF inh: -7

How did COCCN(C(=O)c1ccc(OC2CCN(S(=O)(=O)N(C)C)CC2)cc1)C(C)C do in these assays?
GPR151 activ: 0.0; FBW7 activator: -0.1; TEAD-YAP block: 2; MITF inh: 1

How did COc1cc(/C=N/NC(=O)COc2c(C)cccc2C)cc(Br)c1O do in these assays?
GPR151 activ: 0.4; FBW7 activator: 0.1; TEAD-YAP block: 2; MITF inh: -1

What do the screens show for `N#Cc1nc(COc2ccc(Cl)cc2)oc1NCCN1CCOCC1`?
GPR151 activ: 0.2; FBW7 activator: -0.3; TEAD-YAP block: -6; MITF inh: -14

What do the screens show for `COc1cccc(C(=O)COc2ccc(N3C(=O)C4C5C=CC(C6CC56)C4C3=O)cc2)c1` (centres undefined)?
GPR151 activ: -0.8; FBW7 activator: -0.1; TEAD-YAP block: 13; MITF inh: -8

Results for COc1cccc(C2CC(c3ccc(C)cc3)Nc3ncnn32)c1OC (centres undefined) ?
GPR151 activ: 0.1; FBW7 activator: -0.1; TEAD-YAP block: 4; MITF inh: -3

Grouped by structure, those above with a nitro group on carbon (two)
How did O=C(Nc1cc(Oc2ccccc2)cc([N+](=O)[O-])c1)c1cc(-c2ccccc2)nc2ccccc12 do in these assays?
GPR151 activ: -1.4; FBW7 activator: 0.1; TEAD-YAP block: 4; MITF inh: -5

Results for O=C(Nc1ccc(S(=O)(=O)N2CCCCC2c2cccnc2)cc1)c1cc(Cl)ccc1[N+](=O)[O-] (centres undefined) ?
GPR151 activ: 1.3; FBW7 activator: -0.1; TEAD-YAP block: 11; MITF inh: -2

Additional results
What do the screens show for `c1ccc(-c2ccccc2OCCn2cncn2)cc1`?
GPR151 activ: 0.2; FBW7 activator: -0.2; TEAD-YAP block: -7; MITF inh: 8

Results for O=C(NN1C(=O)c2ccccc2C1=O)C1CC2CCC1C2 (centres undefined) ?
GPR151 activ: 0.1; FBW7 activator: 0.0; TEAD-YAP block: -9; MITF inh: -18

Results for CCc1ccc(N(CC(=O)NCCC(C)C)C(=O)CCC(=O)Nc2ccccn2)cc1 ?
GPR151 activ: 0.7; FBW7 activator: 0.0; TEAD-YAP block: -17; MITF inh: 2

What do the screens show for `O=C1CC(SCCO)C(=O)N1c1ccccc1` (centres undefined)?
GPR151 activ: 0.0; FBW7 activator: 0.1; TEAD-YAP block: -4; MITF inh: -8

What do the screens show for `CC(=O)Nc1ccc(Cc2ccncc2)cc1`?
GPR151 activ: 0.0; FBW7 activator: 0.0; TEAD-YAP block: -1; MITF inh: -2

Results for CC(C)N(CC(N)=O)C(=O)c1ccccc1Nc1ccc(F)cc1 ?
GPR151 activ: 0.5; FBW7 activator: -0.1; TEAD-YAP block: -3; MITF inh: 1

Results for O=C(Nc1cccc(C(F)(F)F)c1)N1CCc2nc3ccccn3c(=O)c2C1 ?
GPR151 activ: 2.4; FBW7 activator: 0.1; TEAD-YAP block: 11; MITF inh: -2

How did CCCn1nnnc1SCC(=O)NCc1ccccc1 do in these assays?
GPR151 activ: -1.0; FBW7 activator: 0.0; TEAD-YAP block: -1; MITF inh: 13

How did O=C(CC1Sc2ccccc2NC1=O)Nc1cc(Cl)cc(Cl)c1 (centres undefined) do in these assays?
GPR151 activ: -0.2; FBW7 activator: 0.0; TEAD-YAP block: 6; MITF inh: 0

What do the screens show for `O=[N+]([O-])c1ccc(S(=O)(=O)NC2CC3CCC2C3)cc1` (centres undefined)?
GPR151 activ: -0.5; FBW7 activator: -0.1; TEAD-YAP block: 9; MITF inh: 23

What do the screens show for `CC(NCCCN1CCCC1=O)C(=O)Nc1ccccc1F` (centres undefined)?
GPR151 activ: -1.2; FBW7 activator: -0.1; TEAD-YAP block: -9; MITF inh: 38

Results for O=C(NC1=NCCS1)C1CC(=O)N(c2ccc(Cl)cc2)C1 (centres undefined) ?
GPR151 activ: -0.4; FBW7 activator: -0.1; TEAD-YAP block: 0; MITF inh: 12

What do the screens show for `O=C(Cc1ccccc1)c1ccc(OC2OC(CO)C(O)C(O)C2O)cc1O` (centres undefined)?
GPR151 activ: -0.2; FBW7 activator: 0.1; TEAD-YAP block: 2; MITF inh: -5

Ordered by formula weight (smallest number first): 4 of the compounds above
How did CCCn1nnnc1SCC(=O)NCc1ccccc1 do in these assays?
GPR151 activ: -1.0; FBW7 activator: 0.0; TEAD-YAP block: -1; MITF inh: 13

What do the screens show for `O=C1C=Cc2ccccc2/C1=C/c1nc(-c2ccccc2)oc1O`?
GPR151 activ: 0.5; FBW7 activator: -0.1; TEAD-YAP block: -1; MITF inh: -4

Results for CC(C)N(CC(N)=O)C(=O)c1ccccc1Nc1ccc(F)cc1 ?
GPR151 activ: 0.5; FBW7 activator: -0.1; TEAD-YAP block: -3; MITF inh: 1

How did O=C(Nc1cc(Oc2ccccc2)cc([N+](=O)[O-])c1)c1cc(-c2ccccc2)nc2ccccc12 do in these assays?
GPR151 activ: -1.4; FBW7 activator: 0.1; TEAD-YAP block: 4; MITF inh: -5

Bioassay records (PubChem BioAssay)
